Screens: PubChem BioAssay, several laboratories
PDI turbidity: PDI (human) enzyme inhibition | PDI insulin aggregation turbidity, A650, 90 min | inhibition, % at 10 µM | actives 0.052% (n = 350,000) | AID 588391;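 active = mean inhibition across replicates of 30% or more, whatever share of single replicates reach that level; inconclusive = mean inhibition below 30% while every single replicate reaches 30%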;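 note: absorbance from insulin aggregation driven by PDI reduction with DTT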
Target sequence (P07237 whole entry, looked up): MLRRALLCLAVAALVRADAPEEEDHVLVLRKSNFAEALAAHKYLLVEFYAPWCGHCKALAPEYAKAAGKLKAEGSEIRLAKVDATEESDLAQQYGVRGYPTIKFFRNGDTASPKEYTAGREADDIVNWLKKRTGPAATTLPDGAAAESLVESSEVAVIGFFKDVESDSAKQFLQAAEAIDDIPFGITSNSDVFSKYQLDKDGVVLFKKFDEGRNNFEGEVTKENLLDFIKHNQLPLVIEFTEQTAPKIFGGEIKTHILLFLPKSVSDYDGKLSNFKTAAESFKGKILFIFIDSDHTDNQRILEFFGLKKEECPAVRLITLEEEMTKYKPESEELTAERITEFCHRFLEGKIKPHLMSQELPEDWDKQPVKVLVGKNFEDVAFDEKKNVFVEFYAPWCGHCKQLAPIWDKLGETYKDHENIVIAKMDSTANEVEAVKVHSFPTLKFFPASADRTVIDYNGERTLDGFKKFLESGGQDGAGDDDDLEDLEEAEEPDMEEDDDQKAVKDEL
CaV13 FRET inh: Disruptors of the CACNA1D IQ motif to Ca2+-dependent inactivation inhibitor domain association, primary screening, Förster resonance energy transfer in intact living …. AID 743397. actives 0.098% (n = 340,000). inhibition, % at 12.3 µM. HEK cells, CFP/YFP FRET ICDI-IQ, plate reader, 10 min; percent FRET-ratio fall versus neutral wells;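 active = mean replicate inhibition of at least 30% and at least 1% of replicates passing that level; inconclusive = only one of the two criteria is met; inactive = neither criterion is met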;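 note: 0% = median of the neutral control wells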
KKLEB cytotox: reduces viability of KKLEB cystic fibrosis airway cells; KKLEB CF airway cells viability, ATPlite luminescence, overnight; hits give low values; cells stimulated with P. aeruginosa culture filtrate; activity change (cytotoxicity), % at 5 µM; actives 0.36% (n = 360,000);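 active = corrected activity change at or below -50% at 5 µM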
HIF-2a inh: blocks HIF-2a reporter activity | 786-0 RCC cells HIF-2a reporter, luciferase luminescence, overnight | inhibition, % at 18.8 µM | actives 0.72% (n = 360,000);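 active = inhibition of the luminescence signal of 40% or more relative to plate controls, in a single-dose primary screen at 18.75 µM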
Shn3 inh set2: inhibitors of Schnurri-3 3'UTR reporter in osteoblasts; inhibition, % at 12.5 µM; actives 0.52% (n = 360,000); Clone20 osteoblast Shn3 3'UTR firefly luciferase, 24 h;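 active = mean inhibition of at least 75% with every replicate also reaching 75%; inconclusive = mean inhibition at least 75% but some replicate below; inactive = mean inhibition below 75%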;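 note: 0% = median of neutral control wells and 100% = pilot-screen positive control compound; some compounds past the cut are filed as inactive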
CF NFkB block: blocks PAF-induced NF-kB reporter in cystic fibrosis cells | KKLEB NF-kB-GFP reporter, GFP fluorescence overnight | inhibition, % at 5 µM | actives 0.86% (n = 360,000) | AID 588850;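 active = at least 50% inhibition at 5 µM, scaled per plate between neutral and stimulator controls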;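 note: PAF is a Pseudomonas aeruginosa culture filtrate used as stimulus; plate controls were PAF-stimulated DMSO wells for no effect and unstimulated DMSO wells for full effect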
Vif inh: inhibitors of HIV Vif | HEK293T cells, Vif self-association by quenched fluorescence, imaging, 24 h | inhibition, % at 7.49 µM | actives 0.35% (n = 340,000) | AID 602346; in the data active = inhibition above about 50%, passing the limit was not always enough; inconclusive = no clear call, values can overlap the other calls; inactive = below about 31%; note: some results filed as inactive read as strong as hits
NR2E3 ag-1: activates human NR2E3 receptor | Q9Y5X4 | CHO-S Gal4-NCOR/VP16-NR2E3 two-hybrid, luciferase | inhibition of corepressor binding, % at 3.98 µM | actives 0.35% (n = 360,000) | AID 602229;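 active = inhibition above the mean of all tested compounds plus 3 SD, cut at about 70% in these data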;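 note: 0% = DMSO with NR2E3 transfected cells and 100% = cells lacking NR2E3 construct; higher means lower luciferase signal from less NR2E3 corepressor binding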
Target sequence (Q9Y5X4 whole entry, looked up, the tested form may be a part): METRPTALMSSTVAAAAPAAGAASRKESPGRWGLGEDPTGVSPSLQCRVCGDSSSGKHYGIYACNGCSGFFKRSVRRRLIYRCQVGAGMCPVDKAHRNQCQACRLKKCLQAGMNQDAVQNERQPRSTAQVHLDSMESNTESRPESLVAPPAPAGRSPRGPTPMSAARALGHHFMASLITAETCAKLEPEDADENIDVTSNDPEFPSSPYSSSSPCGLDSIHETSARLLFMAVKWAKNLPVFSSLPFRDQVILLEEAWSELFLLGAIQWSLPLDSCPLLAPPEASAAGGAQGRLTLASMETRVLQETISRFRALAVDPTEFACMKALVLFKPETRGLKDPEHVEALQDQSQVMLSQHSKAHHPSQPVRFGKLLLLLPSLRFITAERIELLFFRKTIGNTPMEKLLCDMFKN
Peg3 promoter: Peg3 promoter activity inhibition; inhibition, % at 20 µM; AID 588405; actives 1.7% (n = 360,000); HeLa PEG-Prom luciferase reporter, luminescence, overnight;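 active = inhibition of at least 50% at 20 µM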
TRPM1 prom inh: reduces MITF-dependent TRPM1 promoter luciferase signal. SK-MEL-5 TRPM1 promoter luciferase, 24 h. inhibition, % at 12.5 µM. actives 0.83% (n = 330,000). AID 488899;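 active = mean inhibition across replicates of 60% or more, whatever share of single replicates reaches that level; inconclusive = some that reach 60%, reason not given; inactive = mean inhibition across replicates below 60%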; note: values of inactives mirror those of a sister screen read the other way
NR2E3 ag-2: activates human photoreceptor nuclear receptor NR2E3. Q9Y5X4. GST-NR2E3/biotin-RetCOR TR-FRET, 1536-well. inhibition of corepressor binding, % at 4.78 µM. actives 0.12% (n = 320,000). AID 2300;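 active = percent inhibition above the cutoff of mean plus 3 SD of all tested compounds, set per screening campaign, cut at about 20% in these data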;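 note: 0% = DMSO wells and 100% = biotin wells as full block of FRET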
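Material: NR2E3–RetCOR corepressor complex | Quantity: 1.35 nM GST-tagged NR2E3 final | Schedule: 5 h at 4 °C | Replication: Singlicate compound wells | Reagent: RetCOR corepressor, biotinylated, 7 nM | Controls: Biotin wells as high control, 0.6% DMSO wells as low control | Signal: TR-FRET, Eu(K)-anti-GST donor, streptavidin-D2 acceptor, ex 340, em 617/671 nm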
* = called active by the depositor; ? = inconclusive; . = no result given.

SMILES	PDI turbidity	CaV13 FRET inh	KKLEB cytotox	HIF-2a inh	Shn3 inh set2	CF NFkB block	Vif inh	NR2E3 ag-1	Peg3 promoter	TRPM1 prom inh	NR2E3 ag-2
Cc1cc(NS(=O)(=O)c2ccc(NC(=O)c3ccc(Cl)nc3)cc2)nc(C)n1	-5	-16	22	10	0	-52	.	-20	-7	.	.
CCN1CCN(c2ccc(S(=O)(=O)N3CCCCC3)cc2NC(=O)/C=C/c2ccc(F)cc2)CC1	-2	-2	-12	4	18	6	-1	-3	18	-4	0
COCCCN1C(=O)C(CC(=O)NCc2ccco2)CC(C(=O)N(C(C)C)C(C)C)=C1C (stereo not drawn)	.	-4	-5	4	-8	-17	.	-15	2	.	.
COc1ccc(Cc2nnc(NC(=O)Cn3cnc4c3c(=O)n(C)c(=O)n4C)s2)cc1	2	-4	-2	9	8	-7	3	0	2	10	4
O=c1c2c(nc3cc(-c4ccc(F)cc4)[nH]n13)CCCC2	10	.	16	-10	33	-37	11	-194	-87	-6	0
O=c1c2cn[nH]c2nc(SCc2c(F)cccc2F)n1-c1ccc(Cl)cc1	-7	-1	5	35	-2	26	-2	3	31	-1	-1
COCc1c(CCl)cnc(C)c1O	17	-6	-4	10	-25	2	-2	-36	-4	-10	4
COC(=O)c1cn(NC(=O)c2cc(OC)cc(OC)c2)c(=O)c2ccccc12	4	-5	-2	7	24	5	0	-28	1	10	-1
COc1cc2c(cc1OC)C(C)N(C(=O)Cn1ncc3c1-c1ccccc1OC3)CC2 (stereo not drawn)	.	-10	2	22	4	8	-5	8	7	.	3
CCCCC[n+]1ccn(C2=C([O-])c3ccccc3C(=O)/C2=N\S(=O)(=O)c2ccc(Br)cc2)c1	-1	10	7	12	-7	30	-5	-22	15	85*	3
CS(=O)(=O)N1CCN(c2ccc(C(=O)NC3C4CC5CC(C4)CC3C5)cc2[N+](=O)[O-])CC1 (stereo not drawn)	-2	-11	0	1	11	8	-5	22	18	-4	-1
CN(C)S(=O)(=O)c1cccc(NC(=O)CCc2c[nH]c3ccccc23)c1	-1	6	-5	-20	8	-18	-8	-4	-11	-10	4
COc1ccc(-c2noc(-c3csc([C@@H]4O[C@H](CO)[C@H](O)[C@H](O)[C@H]4O)n3)n2)cc1OC	13	-6	-6	-15	-18	5	-4	-13	-24	.	.
O=C(CN1C(=O)CSC1=O)Nc1ccc2c(c1)OCCO2	-2	-5	2	12	14	6	3	9	24	0	0
Cc1onc(-c2c(F)cccc2Cl)c1C(=O)NC(=S)NCc1cccnc1	1	-3	1	12	32	-8	4	9	20	6	-2
COc1ccc([C@H]2C[C@@H](O)[C@H](n3cc(C4CC4)nn3)CN2Cc2cccs2)cc1	9	-9	6	-21	17	-36	-12	-6	-21	.	.
c1ccc(CN2C3=NCCN3c3ccccc32)cc1	13	-18	8	2	-30	2	-2	-13	-12	-9	-2
COc1ccc(NC(=O)N2CC(C)OC(C)C2)cc1OC (stereo not drawn)	6	-5	12	16	-20	2	7	-12	14	2	1
COc1ccc(-c2csc(NC(=O)COC(=O)c3ccco3)n2)cc1	3	-5	6	-193	-63	-16	1	-124	-225	-62	5
Clc1ccc(SCCN2CCNCC2)cc1	3	-13	-10	8	-24	6	0	-1	4	-3	1
CCCNCC(O)Cn1c2ccccc2n2c(=O)cc(C)c(C#N)c12 (stereo not drawn)	-5	-2	-3	5	-18	-2	0	-26	3	-1	-4
CCOc1ccc2nc(NC(=O)CS(=O)(=O)c3ccc(C)cc3)sc2c1	-12	-3	5	-76	-5	4	-6	-23	-30	-18	-5
COc1ccc(-c2ccc(SCC(=O)Nc3cc(C)on3)nn2)cc1OC	-1	-5	-2	-98	-44	-23	0	-2	-64	-24	3
C/C(CC(=O)Nc1cc(C)cc(C)c1)=N\NC(=O)c1ccccn1	-2	-5	-14	-10	-25	-8	-3	-135	-3	-4	5
O=C(NNC(=O)c1ccccc1Cl)c1ccco1	2	1	-4	-61	-32	22	0	-35	-36	-21	-1
CCCOc1ccc(C(=O)CCC(=O)OCC(=O)N2CCN(S(=O)(=O)c3ccc(C)cc3C)CC2)cc1	3	-17	6	8	-5	5	9	-22	-4	11	.
Cc1ccc(S(=O)(=O)N(C)CCCC(=O)Nc2cccc3ccccc23)cc1	-2	-2	-20	16	22	10	-3	-24	13	13	0
CSCCC(NC(=O)c1ccccc1Cl)C(=O)N1CCCC(C)C1 (stereo not drawn)	7	-3	-1	-1	-3	-16	3	15	-10	1	.
CC(=O)N1CCCc2cc(S(=O)(=O)N3CCCC(C(=O)N4CCN(c5cccc(Cl)c5)CC4)C3)ccc21 (stereo not drawn)	6	-5	3	17	93*	-10	-20	98*	26	?	3
CC(=O)Nc1sc(NC(=O)c2ccc(C)cc2)nc1-c1cccs1	7	-4	14	-63	-23	-60	11	-30	-66	-21	-1
O=C(NCCCN1CCOCC1)c1ccc(Cl)cc1Cl	4	-18	2	-24	16	-9	0	7	-18	-12	6
CCN(c1ccc(NC(=O)COC(=O)c2ccc([N+](=O)[O-])o2)cc1)C(C)C	-4	-5	-16	-25	-9	39	23	-6	14	12	0
Cc1ccsc1C(=O)OCC(=O)NC1CCCCC1	-9	-3	-7	-186	69	-8	-10	-43	-315	.	.
CCCCN1C(=O)C(CC(=O)NC(c2ccccc2)c2ccccc2)CC(C(=O)N(CC)CC)=C1C (stereo not drawn)	11	-3	4	-6	2	-13	-4	-29	-7	.	.
COc1cc(N)c(Cl)cc1NC(=O)c1ccccc1	2	-5	4	-21	-18	-1	1	10	-16	4	1
OCCC1CN(C2CCC2)CCN1Cc1ccc(F)c(F)c1 (stereo not drawn)	-16	-19	-12	13	-1	2	-7	17	7	-10	1
Cc1csc(NC(=O)CSc2nc3ccccc3c(=O)[nH]2)n1	2	-5	6	-1	-9	-7	-11	-1	9	4	2
Cc1cc(C)nc(N2N=C(C(C)(C)C)CC2=O)n1	4	-8	-3	2	5	9	3	-12	11	-6	1
CC(=O)c1cccc(N/C=C\c2nnnn2-c2ccc(F)cc2)c1	-21	-18	-8	-89	-27	25	3	-22	-63	-2	-1
COc1ccc(NC(=O)CN(C)C(=O)Cc2n[nH]c(=O)c3ccccc23)cc1	-3	-6	-2	2	-12	18	2	19	17	5	-1
CCCn1nc2cc(C(=O)NCc3ccc(OC(F)(F)F)cc3)ccc2c1OCC	4	-5	-7	-1	-8	-22	-4	0	-1	1	3
CC(C)(C)OC(=O)C[C@@H]1C/C=C\C[C@@H](CC(=O)NCCO)C(=O)N2CCC[C@H]2COC1=O	17	-4	10	10	-24	2	-2	-6	-4	-6	.
CC(=N\NC(=O)c1ccccc1)/C(=N/O)C(=O)Nc1ccccc1	0	-7	9	15	3	17	2	-9	-1	6	-1
CSc1ccc(S(=O)(=O)NCC(=O)OCC(=O)N2CCCC2=O)cc1[N+](=O)[O-]	6	-15	-16	6	0	12	-6	-25	-10	-1	-3
COc1ccc(C)cc1NC(=O)COC(=O)c1ccc(OCc2ccc(Cl)cc2Cl)c(OC)c1	1	-2	-22	-5	-16	-14	-3	-14	-16	-4	2
Cc1ccc(C(=O)Nc2nc(N)n(-c3ccccc3)n2)cc1	2	-3	2	-54	-24	16	6	-30	-36	.	-2
CCN1CCN(Cc2c3ccccc3cc3ccccc23)CC1	7	-2	-1	-7	2	-5	-1	-9	-21	-20	-1
Cc1ccc(N(C(=O)c2snc(C(N)=O)c2N)C(C(=O)NC2CCCC2)c2ccco2)cc1 (stereo not drawn)	5	-2	-4	4	2	18	-2	-27	0	3	.
CC(C)c1ccccc1NC(=O)C1C2C=CC(C2)C1C(=O)O (stereo not drawn)	-2	-4	-3	14	-10	5	-7	-15	12	5	2
CC(=O)NNC(=O)CCC(=O)Nc1ccccc1	0	-9	-6	7	10	4	44	8	7	-2	1
O=C(CCn1c(=S)[nH]c2ccccc2c1=O)NCCc1ccc(Cl)cc1	3	-7	17	13	1	3	1	-24	8	2	1
COC(=O)C1CN(C(=O)C(C)Oc2ccc(C)c(C)c2)c2ccccc2O1 (stereo not drawn)	-5	-13	-10	12	4	13	5	14	-3	-3	0
COc1cc(OC)cc(C(=O)NCCN2CCOCC2)c1	-2	.	0	5	10	2	-16	6	0	5	1
O=S(=O)(NC1=NCCCCCC1)c1cccs1	1	-9	-11	10	18	11	0	-17	9	-11	2
O=C(COc1ccc(Cl)cc1)Nc1ccc2oc(-c3ccncc3)nc2c1	-2	.	-4	-9	-11	-2	.	-13	-18	-12	1
O=S(=O)(c1ccccc1)N1N=C(c2cccs2)CC1c1cccc(O)c1 (stereo not drawn)	2	-5	20	16	18	-1	-4	-19	20	-2	0
COC(=O)Cc1ccc(NC(=O)c2ccc(Br)o2)cc1	3	.	-1	-196	-69	-4	1	-97	-240	-46	0
CC1CC(C)CN(C(=O)c2ccc(S(=O)(=O)N3CCCC3)cc2)C1 (stereo not drawn)	-1	-10	-4	5	-15	-16	.	-36	14	-4	1
NC(=S)N/N=C/C=C/c1ccccc1	9	-3	18	-37	-2	-12	-6	-1	-55	-5	-1
O=C(/C=C/c1ccccc1)N1CCC(Cc2ccccc2)CC1	-2	-6	4	-146	-26	19	-11	-97	-193	-46	1

Next part
SMILES	PDI turbidity	CaV13 FRET inh	KKLEB cytotox	HIF-2a inh	Shn3 inh set2	CF NFkB block	Vif inh	NR2E3 ag-1	Peg3 promoter	TRPM1 prom inh	NR2E3 ag-2
CCOc1ccc(NC(=O)C(C)Sc2nccn2C)cc1 (stereo not drawn)	1	-3	8	-42	3	-2	22	-8	-10	-1	1
O=C(NC1CCCc2ccccc21)c1ccccc1Br (stereo not drawn)	1	-9	4	10	4	-2	60*	-11	12	-3	-2
CC1CCCCN1C(=O)COC(=O)C1CCN(S(=O)(=O)c2ccc3c(c2)OCCO3)CC1 (stereo not drawn)	8	-6	21	6	-9	-40	-6	-17	1	3	2
CC1(C)CC(=O)c2sc(NC(=O)CCS(=O)(=O)c3ccccc3)nc2C1	.	-4	-12	-42	20	68*	-6	-15	17	.	4
C=CCN1C(=O)CN=C1Nc1ccc(F)cc1	3	-14	5	9	-25	-9	38	-28	8	4	0
